Screening results (PubChem)
GAA inh: inhibitors of human lysosomal alpha-glucosidase; P10253; purified human GAA, 4-MU-alpha-glucoside fluorescence; Potency, µM (titrated, usually from 76.9 µM), for inactives: top-dose activity change, negative = inhibition, actives largely listed as inhibitors; 200,000 compounds, 0.005% hits;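 also: plate controls were uninhibited enzyme wells for no effect and no-enzyme background for full effect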
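Human enzyme at 4 nM with 400 uM 4-methylumbelliferyl-alpha-D-pyranoside, citrate/phosphate buffer pH 5.0, 0.005% Tween-20, 20 min at room temperature. Compounds up to 77 uM. 4-MU fluorescence (Ex 365/Em 440) read after NaOH/glycine stop; AC50 from Hill fit.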
RECQ1 helicase: blocks DNA unwinding by human RECQ1 | RECQ1 DNA unwinding, red fluorescence kinetic read | 240,000 compounds, 0.54% hits | Potency, µM (series often up to 57.3 µM), inactives show top-dose activity, negative = inhibition, hits mostly inhibitors | AID 2549 | P46063;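 also: plate controls were vehicle for no effect and no enzyme for full effect; nearly all actives have a fitted effect of over 30% in size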
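50 nM RECQ1T1 preincubated 15 min with compound in Tris pH 8.0 buffer with MgCl2, DTT, Tween-20 and 2.5 ug/ml poly(dI-dC); started with 200 nM TAMRA/BHQ-2 forked duplex and 2 mM ATP. Unwinding read as fluorescence (525/598 nm), two reads 2 h apart.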
GAA glycogen: GAA glycogen-cleavage inhibition or activation; P10253; recombinant GAA, glycogen substrate, Amplex Red glucose oxidase fluorescence; Potency, µM (doses to about 76.4 µM), inactives show at the highest dose activity change, negative = inhibition, actives largely listed as inhibitors; 300,000 compounds, 0.38% hits; AID 2100;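 also: 0% = full enzyme reaction and -100% = no-enzyme basal signal; the screen sought inhibitors and activators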
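Recombinant enzyme (4 nM final) with compounds titrated up to 77 uM and bovine liver glycogen (30 ug) in citrate pH 5.0, 0.01% Tween-20, 37 C 40 min. Released glucose detected by Amplex Red/glucose oxidase (Ex 573/Em 610); AC50 from Hill fits.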
GAA spleen mod: inhibitors or activators of human alpha-glucosidase in spleen homogenate; 240,000 compounds, 0.006% hits; Potency, µM (titrated, usually from 79.9 µM), without a hit: at the highest dose activity change, negative = inhibition, actives largely listed as inhibitors; AID 2112; human spleen homogenate, 4-MU-alpha-glucoside fluorescence; P10253;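 also: 0% = enzyme with vehicle and -100% = no enzyme basal signal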
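Compounds were titrated against alpha-glucosidase in spleen homogenate at pH 5.0, with 1 mM 4-methylumbelliferyl substrate for 40 min at 37 C. Reactions were quenched with pH 10 NaOH/glycine and fluorescence measured.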
L3MBTL1 inh: blocks human L3MBTL1 | AlphaScreen L3MBTL1–H3K9me1 peptide binding | Potency, µM (doses to about 57.1 µM), inactives show at the top dose activity, negative = inhibition, actives largely listed as inhibitors | 230,000 compounds, 0.66% hits | AID 485360; also: nearly all actives have a fitted effect of over 60% in size
Target sequence (Q9Y468 whole entry, looked up): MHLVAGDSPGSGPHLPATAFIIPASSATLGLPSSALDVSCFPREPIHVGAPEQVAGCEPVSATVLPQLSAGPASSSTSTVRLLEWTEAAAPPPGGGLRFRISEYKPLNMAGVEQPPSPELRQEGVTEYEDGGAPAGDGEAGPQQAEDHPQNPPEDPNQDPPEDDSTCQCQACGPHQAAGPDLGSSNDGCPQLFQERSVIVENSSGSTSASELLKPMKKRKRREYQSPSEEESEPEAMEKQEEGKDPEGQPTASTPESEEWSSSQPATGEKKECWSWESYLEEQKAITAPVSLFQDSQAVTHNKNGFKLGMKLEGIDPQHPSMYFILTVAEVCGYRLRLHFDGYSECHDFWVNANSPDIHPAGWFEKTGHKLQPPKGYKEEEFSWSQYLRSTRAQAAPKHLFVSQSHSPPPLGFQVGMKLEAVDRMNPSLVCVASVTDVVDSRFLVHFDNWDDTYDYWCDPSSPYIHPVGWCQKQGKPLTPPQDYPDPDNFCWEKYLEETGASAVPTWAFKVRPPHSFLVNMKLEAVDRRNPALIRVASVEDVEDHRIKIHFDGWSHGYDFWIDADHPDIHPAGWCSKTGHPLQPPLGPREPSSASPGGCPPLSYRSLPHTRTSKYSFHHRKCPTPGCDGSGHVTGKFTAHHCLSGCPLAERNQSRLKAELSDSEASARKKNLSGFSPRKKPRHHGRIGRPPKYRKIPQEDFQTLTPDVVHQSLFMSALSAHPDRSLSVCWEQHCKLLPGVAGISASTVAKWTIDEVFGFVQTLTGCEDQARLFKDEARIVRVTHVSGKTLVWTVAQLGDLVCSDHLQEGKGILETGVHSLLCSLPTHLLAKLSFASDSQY
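Displacement of a biotinylated histone H3(1-15) peptide monomethylated at Lys9 (75 nM) from L3MBTL1 (50 nM) was measured by AlphaScreen after a 30 min room-temperature compound incubation; cefsulodin titration served as intraplate control.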
TRb-SRC2 inh: TRbeta-SRC2 interaction inhibition | P10828 | Potency, µM (highest dose often 106 µM), for inactives: at the top dose activity change, negative = inhibition, most hits filed as inhibitors | 280,000 compounds, 0.065% hits | TRbeta-SRC2 peptide binding, fluorescence polarization; receptor liganded with 1 µM T3;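 also: plate controls were bound peptide for no effect and peptide without receptor for full effect; nearly all actives have a fitted effect of over 50% in size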
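Compounds were added to 0.6 uM TRb ligand-binding domain and 20 nM Texas Red-labeled SRC2 peptide in Tris buffer containing 1 uM T3, incubated 5 hr at ambient temperature, then read by fluorescence polarization.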
RGS12 GoLoco inh: blocks human Gai1 binding to RGS12 GoLoco peptide, red readout; Gai1:RGS12 GoLoco peptide FP, rhodamine, 10 min; 230,000 compounds, 0.44% hits; Potency, µM (titrated, usually from 61.6 µM), for inactives: top-dose activity, negative = inhibition, usual class: inhibitors; P63096; AID 880; active = well fitted inhibition curve with a large enough effect, not every such curve was filed as active; inactive = no such curve, though single readings can be large or run the other way; also: nearly all actives have a fitted effect of over 30% in size; many of its hits are not listed in these tables
TexasRed fluor: Texas Red fluorescence interference in TRb-SRC2 counter-screen; TRb/SRC2 Texas Red total fluorescence interference; Potency, µM (doses to about 106 µM), for inactives: at the highest dose fluorescence change, negative = quenching; 280,000 compounds, 0.29% hits; AID 1479; active = well fitted curve in either direction with a large enough effect; inconclusive = small, poorly fitted or top-dose-only effect
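Human TRb ligand-binding domain at 0.6 uM with 20 nM Texas Red SRC2 peptide in Tris buffer containing 1 uM T3 and 5% DMSO, incubated with compound 5 h at ambient temperature. Total fluorescence (555/632 nm) calculated as parallel + 2 × perpendicular.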
The depositor's hits bear a star; i = inactive; ? = inconclusive; . = not tested or not shown; [ ] = another dose, or the depositor's remark. Unless noted, calls follow the shape of the dose curve; as a rule, active = well fitted curve in the direction sought with a large enough effect; inconclusive = small, poorly fitted or top-dose-only effect, or another doubt; inactive = no such curve, though single readings can be large; an effect the other way counts as inactive or inconclusive. Unless noted, % is scaled to controls: 0 for no effect and ±100 for the full control effect; potency is read from the fitted curve at half-maximal effect. Only part of the results is shown. The share of hits here may be higher or lower than overall.

Short keys: A = GAA inh; B = RECQ1 helicase; C = GAA glycogen; D = GAA spleen mod; E = L3MBTL1 inh; F = TRb-SRC2 inh; G = RGS12 GoLoco inh; H = TexasRed fluor
> CCOC(=O)c1sc(NC(=O)CNC(=O)Cn2cnc3sc(C)c(C)c3c2=O)nc1C
  A = ? | B = -3% | C = 4% | D = -3% | E = 5% | F = -2% | G = 14% | H = -4%
> Cc1cccc(C(=O)NNS(=O)(=O)c2ccccc2[N+](=O)[O-])c1
  A = 5% | B = 1% | C = 4% | D = 2% | E = -8% | F = -2% | G = -16% | H = -1%
> CC(=O)c1ccc(N2C(=O)[C@@H]3C(CCC(N)=O)NC4(C(=O)Nc5c4ccc(Cl)c5C)[C@@H]3C2=O)cc1 (stereo partly drawn)
  A = -2% | B = i | C = 8% | D = 1% | E = -4% | F = -3% | G = 7% | H = -9%
> O=C(Cc1cccs1)Nc1ccc(-c2nc3ccccc3[nH]2)cc1
  A = -5% | B = -2% | C = 5% | D = -2% | E = 3% | F = 0% | G = -5% | H = -3%
> CNC(=S)N1CCN(c2ccccc2OC)CC1
  A = 0% | B = -5% | C = -1% | D = -1% | E = -3% | F = -6% | G = -3% | H = -1%
> CCOC(=O)/C=C/C(=O)Nc1ccccc1-c1ccccc1NC(=O)/C=C/C(=O)OCC
  A = -7% | B = 0% | C = 8% | D = -6% | E = -6% | F = -3% | G = 5% | H = 0%
> CCNC(=S)N1CCN(c2cccc(C(F)(F)F)c2)CC1
  A = -3% | B = -5% | C = 6% | D = -23% | E = 7% | F = 2% | G = 3% | H = -2%
> COc1ccc(S(=O)(=O)N(CC(=O)NC2CC2)C2CCCCC2)cc1Cl
  A = -5% | B = 20% | C = -3% | D = 5% | E = . | F = -3% | G = -9% | H = -1%
> O=C(COc1ccc(Cl)cc1)NCC(=O)N/N=C/c1cccs1
  A = -5% | B = 3% | C = -2% | D = -4% | E = . | F = 0% | G = -11% | H = -2%
> COc1ccc(C(=O)/C(C)=N/O)cc1OC
  A = -8% | B = -4% | C = -7% | D = -13% | E = . | F = -7% | G = 10% | H = -9%
> C=CCNC(=S)N(CC=C)C1CCS(=O)(=O)C1 (stereo not drawn)
  A = -6% | B = -3% | C = 12% | D = -7% | E = 4% | F = -1% | G = 3% | H = -3%
> O=C(O)C1=C[C@@H](c2csc3ccccc23)C[C@@H](OCc2ccc(CO)cc2)O1
  A = . | B = -4% | C = 7% | D = 1% | E = 3% | F = -6% | G = -11% | H = -1%
> Cc1[nH]n(C2=NCCS2)c(=O)c1N=Nc1ccccc1
  A = 0% | B = i | C = ? | D = 9% | E = -5% | F = -4% | G = 26% | H = -3%
> CCc1cc2cc(C(=O)Nc3ccccc3F)sc2s1
  A = -1% | B = 0% | C = 2% | D = -5% | E = . | F = 2% | G = -2% | H = -2%
> Cc1cc(C(=O)NCc2cc(C)n(C)n2)sc1-c1ccccc1
  A = 0% | B = -11% | C = -9% | D = -1% | E = 1%[11.4 µM] | F = 2% | G = 7% | H = -2%
> COc1ccc(CCNc2oc(-c3ccccc3OC)nc2C#N)cc1OC
  A = 5% | B = -10% | C = ? | D = -2% | E = -7% | F = -2% | G = -11% | H = -2%
> CCOc1ccc(NCc2nnc(SCc3ccc(Cl)cc3)n2-c2ccccc2)cc1
  A = -11% | B = -25% | C = -2% | D = -12% | E = ? | F = 1% | G = 1% | H = -4%
> Cc1ccc(C(=O)Nc2ccc(CN3CCCCC3)cc2)c(C)c1
  A = . | B = i | C = 12% | D = 3% | E = -3% | F = 2% | G = -2% | H = 0%
> Cn1c(Cn2c(=O)sc3ccccc32)nnc1SCC(=O)N1CCN(c2ccccc2)CC1
  A = -3% | B = -2% | C = -1% | D = -10% | E = -13% | F = 1% | G = 4% | H = -3%
> Cc1cc(/C=C2/NC(=O)N(Cc3ccccc3F)C2=O)c(C)n1C
  A = ? | B = -4% | C = 3% | D = 0% | E = -16% | F = -1% | G = 11% | H = 0%
> CCCCCCCCCCCCN1C(=O)CSC1c1cccnc1 (stereo not drawn)
  A = -21% | B = -1% | C = -8% | D = -21% | E = 18% | F = 2% | G = 7% | H = -4%
> COc1ccc(CCn2c(=N)c(C(=O)NCc3ccco3)cc3c(=O)n4cccc(C)c4nc32)cc1
  A = 2% | B = -7% | C = 11% | D = 2% | E = -10% | F = -5% | G = 12% | H = 1%
> COC(=O)CSc1ncnc2c(C)csc12
  A = . | B = i | C = 7% | D = 3% | E = 8% | F = 7% | G = 1% | H = -2%
> CCN(CC)CCNC(=O)c1cc(Sc2nnc(C)s2)nc2ccccc12
  A = -1% | B = -3% | C = 6% | D = -5% | E = 4% | F = 12% | G = -1% | H = -2%
> CC(C)(C)c1ccc(CS(=O)(=O)CC2(O)CCN(C(=O)c3cccc(C(F)(F)F)c3)CC2)cc1
  A = 1% | B = i | C = 6% | D = -1% | E = 1% | F = 7% | G = 1% | H = 3%

Short keys: A = GAA inh; B = RECQ1 helicase; C = GAA glycogen; D = GAA spleen mod; E = L3MBTL1 inh; F = TRb-SRC2 inh; G = RGS12 GoLoco inh; H = TexasRed fluor
> O=C(COC(=O)CCC1CCCCC1)Nc1ccc(OC(F)F)cc1
  A = -14% | B = i | C = -10% | D = -3% | E = . | F = 0% | G = -10% | H = -4%
> COc1ccc(N2C(=O)CCC(C(=O)c3ccccc3)=C2C)cc1
  A = -2% | B = i | C = 7% | D = 0% | E = -1% | F = -3% | G = -2% | H = 0%
> CN(C)CCNC(=O)c1ccc(-c2nn(C)c(=O)c3ccccc23)cc1
  A = 4% | B = i | C = 3%[76.3 µM] | D = -6% | E = . | F = -33%[1.83 µM] | G = -1% | H = -69%[1.83 µM]
> COCCNC(=O)CSc1nccn1Cc1ccc2c(c1)OCO2
  A = 5% | B = 18% | C = 9% | D = 3% | E = 5% | F = 0% | G = -4% | H = -2%
> CC(=O)Nc1cccc(-c2nnc(-c3ccccc3)o2)c1
  A = -2% | B = -1% | C = 2% | D = 5% | E = 0% | F = -14% | G = 8% | H = 0%
> Cc1[nH]n(-c2ccccc2)c(=O)c1C=Nc1ccc(S(=O)(=O)Nc2nccs2)cc1
  A = -8% | B = -2% | C = -2% | D = 1% | E = . | F = 7% | G = 7% | H = -3%
> CCCC(=O)Nc1cccc(-c2cn3ccsc3n2)c1
  A = -1% | B = -14% | C = -6% | D = 0% | E = 3% | F = 0% | G = 4% | H = -1%
> O=C1CC(=C(c2ccccc2)c2ccccc2)C(=O)N1CCCN1CCN(c2cccc(Cl)c2)CC1
  A = -7% | B = -17% | C = -3% | D = -15% | E = ? | F = 9% | G = 3% | H = -2%
> CCCCOc1ccc(NC(=O)CSc2nnnn2C)cc1
  A = -2% | B = i | C = 6% | D = -3% | E = . | F = -7% | G = -11% | H = 1%
> O=C1CC(c2ccccc2)c2cc(O)ccc2O1 (stereo not drawn)
  A = 3% | B = 0% | C = ? | D = -5% | E = -1% | F = -6% | G = -23% | H = -5%
> Cc1ccccc1CS(=O)(=O)Cc1ccc(C(=O)NCC2CCCO2)o1 (stereo not drawn)
  A = -6% | B = -2% | C = 12% | D = -5% | E = -6% | F = 8% | G = -13% | H = 1%
> CC1=C(C(=O)Nc2ccc(C)cc2C)C(c2ccc([N+](=O)[O-])cc2)n2ncnc2N1 (stereo not drawn)
  A = -5% | B = -7% | C = 4% | D = -10% | E = 8% | F = -1% | G = -21% | H = 2%
> O=C(NCc1ccccc1)c1ccc(Cl)cc1[N+](=O)[O-]
  A = 0% | B = -1% | C = 4% | D = -1% | E = -1% | F = -1% | G = -2% | H = 2%
> OC(CSc1c(Cl)cccc1Cl)CN1CCN(c2ccc(F)cc2)CC1 (stereo not drawn)
  A = -5% | B = -9% | C = -13% | D = 6% | E = -10% | F = -4% | G = 5% | H = 1%
> O=C(c1ccc(Oc2ccc(C(F)(F)F)cc2[N+](=O)[O-])cc1)N1CCOCC1
  A = 7% | B = i | C = -7% | D = -2% | E = -7% | F = 1% | G = -2% | H = -3%
> COc1cccc(-c2cncnc2NCc2ccc(OC)cc2OC)c1
  A = . | B = 9% | C = . | D = 2% | E = . | F = 0% | G = -5% | H = -5%
> COc1ccc2cc1Oc1ccc(cc1)CC1c3cc(c(OC)cc3CCN1C)Oc1c(OC)c(OC)cc3c1C(C2)N(C)CC3 (stereo not drawn)
  A = . | B = i | C = . | D = 0% | E = . | F = -2% | G = 5% | H = -3%
> CC(=O)Nc1ccc(OCC(O)Cn2cnc3ccccc32)cc1 (stereo not drawn)
  A = 1% | B = 1% | C = -2% | D = 2% | E = -1% | F = 3% | G = 7% | H = 0%
> Cc1cc(NC(=O)CSc2nc3ccccc3n2CC(=O)N2CCCCC2)no1
  A = 2% | B = -1% | C = -1% | D = -9% | E = 6% | F = -7% | G = 7% | H = -1%

An excerpt from further up, for reference:
Short keys: A = GAA inh; B = RECQ1 helicase; C = GAA glycogen; D = GAA spleen mod; E = L3MBTL1 inh; F = TRb-SRC2 inh; G = RGS12 GoLoco inh; H = TexasRed fluor
> O=C1CC(=C(c2ccccc2)c2ccccc2)C(=O)N1CCCN1CCN(c2cccc(Cl)c2)CC1
  A = -7% | B = -17% | C = -3% | D = -15% | E = ? | F = 9% | G = 3% | H = -2%
> CCCCOc1ccc(NC(=O)CSc2nnnn2C)cc1
  A = -2% | B = i | C = 6% | D = -3% | E = . | F = -7% | G = -11% | H = 1%
> O=C1CC(c2ccccc2)c2cc(O)ccc2O1 (stereo not drawn)
  A = 3% | B = 0% | C = ? | D = -5% | E = -1% | F = -6% | G = -23% | H = -5%
> Cc1ccccc1CS(=O)(=O)Cc1ccc(C(=O)NCC2CCCO2)o1 (stereo not drawn)
  A = -6% | B = -2% | C = 12% | D = -5% | E = -6% | F = 8% | G = -13% | H = 1%
> CC1=C(C(=O)Nc2ccc(C)cc2C)C(c2ccc([N+](=O)[O-])cc2)n2ncnc2N1 (stereo not drawn)
  A = -5% | B = -7% | C = 4% | D = -10% | E = 8% | F = -1% | G = -21% | H = 2%
> O=C(NCc1ccccc1)c1ccc(Cl)cc1[N+](=O)[O-]
  A = 0% | B = -1% | C = 4% | D = -1% | E = -1% | F = -1% | G = -2% | H = 2%
